Compound activity (PubChem)
TRPC6 act – mouse TRPC6 channel activators, primary screen, cell-based, HEK293, membrane potential dye. B-score at 10 µM. actives 0.13% (n = 310,000). HEK293-TRPC6 membrane potential dye fluorescence; active compounds read high. AID 2550, 2010;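 active = B-score of the integrated fluorescence ratio above library mean plus 3 SD, and starting fluorescence ratio within library mean plus 5 SD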;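 also: higher score means more depolarization so channel activation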
Target sequence (Q61143 whole entry, looked up): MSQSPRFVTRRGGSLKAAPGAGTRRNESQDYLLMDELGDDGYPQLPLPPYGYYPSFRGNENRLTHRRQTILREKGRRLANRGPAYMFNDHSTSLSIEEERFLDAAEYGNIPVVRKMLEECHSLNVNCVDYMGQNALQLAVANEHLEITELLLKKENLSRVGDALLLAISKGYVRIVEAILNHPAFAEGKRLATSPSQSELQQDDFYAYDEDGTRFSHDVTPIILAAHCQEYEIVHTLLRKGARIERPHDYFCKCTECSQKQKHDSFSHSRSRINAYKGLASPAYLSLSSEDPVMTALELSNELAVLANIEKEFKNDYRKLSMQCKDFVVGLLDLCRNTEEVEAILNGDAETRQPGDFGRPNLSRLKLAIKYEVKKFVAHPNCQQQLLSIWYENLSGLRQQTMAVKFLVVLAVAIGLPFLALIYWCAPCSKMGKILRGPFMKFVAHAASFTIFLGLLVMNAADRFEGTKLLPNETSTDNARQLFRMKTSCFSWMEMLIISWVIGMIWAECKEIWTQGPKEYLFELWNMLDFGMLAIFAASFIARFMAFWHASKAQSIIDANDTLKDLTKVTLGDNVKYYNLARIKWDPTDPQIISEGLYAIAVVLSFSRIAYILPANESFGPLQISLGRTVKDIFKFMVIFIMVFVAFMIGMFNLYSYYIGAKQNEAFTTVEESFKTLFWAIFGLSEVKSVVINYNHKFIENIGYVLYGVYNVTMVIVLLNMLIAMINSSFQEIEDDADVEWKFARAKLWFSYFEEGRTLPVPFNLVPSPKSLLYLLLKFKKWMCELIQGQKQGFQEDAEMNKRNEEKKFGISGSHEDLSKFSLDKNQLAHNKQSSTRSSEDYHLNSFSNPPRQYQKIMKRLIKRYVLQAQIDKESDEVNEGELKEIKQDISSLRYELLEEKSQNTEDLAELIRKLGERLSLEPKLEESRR
RGS4 block – RGS4 inhibitors, primary screen, cell-based, HEK293 M3R inducible RGS4, calcium flux. Regulator of G-protein signaling 4 (Homo sapiens), P49798. Fluo-4 calcium flux; active compounds read high; triggered by carbachol at its EC20. B-score at 10 µM. actives 0.45% (n = 310,000);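 active = B-score, a plate-corrected calcium signal, over three deviations above library mean, with baseline fluorescence within five deviations of library mean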;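 also: RGS4 expression induced by doxycycline in cells with stable M3 receptor; B-score is computed from the integrated fluorescence ratio over baseline after carbachol; higher B-score means a larger calcium signal and so more RGS4 inhibition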
HIF activator – HIF pathway transcriptional activators, primary screen, cell-based, U2OS HRE-luciferase, luminescence | U2OS HRE-luciferase reporter; normalized: DMSO 0%, desferrioxamine 100% | activation, % at 7.5 µM (by protocol) | actives 0.32% (n = 300,000) | AID 1910, 2009;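 active = mean activation of at least 10% of the iron chelator positive control signal, with at least half of replicates also reaching 10%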
Platelet DG rel – inhibitors of platelet dense granule secretion, primary screen, cell-based, MLPCN, human platelets; human platelet-rich plasma, SFLLRN dense granule ATP release, luminescence; inhibition, %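 (compounds screened at 7.5 µM in platelet-rich plasma)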; actives 0.22% (n = 300,000);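 active = mean replicate score, as percent of positive control, at or above 50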
MrgX1 ag – agonists of human MrgX1 receptor, primary screen, HEK293 cells, Fluo-4 calcium flux; Mas-related G-protein coupled receptor member X1 (Homo sapiens), Q96LB2; AID 588627, 2011; B-score at 10 µM; Fluo-4 calcium fluorescence, agonist mode; active compounds read high; actives 0.44% (n = 310,000);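 active = calcium response B-score plate-corrected fluorescence ratio at least 3 library SD, with starting fluorescence B-score inside 5 SD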
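Test system: HEK293 cells stably expressing human MrgX1 receptor; Input: fifteen thousand cells per well; Dosing: compound delivered in addition one of three; Schedule: overnight seeding, then 1 h dark dye loading; Technique: Fluo-4 NW calcium fluorescence; Measure: B-scored fluorescence response ratio; Controls: positive and negative controls per plate.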
MrgX1 PAM – positive allosteric modulators of MrgX1, primary screen, HEK293 cells, Fluo-4 calcium flux. FDSS; active compounds read high. B-score at 10 µM. actives 0.63% (n = 310,000);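 active = plate-corrected calcium response at least 3 library SD above typical, normal starting fluorescence, not activating the receptor alone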;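 also: compound read alongside a low EC10 to EC30 dose of BAM8-22 agonist; peak minus trough fluorescence over baseline measured at the second addition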
TRPC6 inh – mouse TRPC6 channel inhibitors, primary screen, cell-based, HEK293, membrane potential dye. AID 2553, 2010. actives 1.1% (n = 310,000). ACh-evoked depolarization; active compounds read low. B-score at 10 µM;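 active = B-score under library mean minus 3 SD, initial fluorescence not abnormally high, positive integrated signal ratio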;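 also: B-score derived from integrated fluorescence ratio over the kinetic read; more negative B-score means stronger inhibition of depolarization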
MrgX1 antag – antagonists of human MrgX1 receptor, primary screen, HEK293 cells, Fluo-4 calcium flux; B-score at 10 µM; actives 1.3% (n = 310,000); BAM8-22 antagonism; active compounds read low;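 active = calcium-response B-score plate-corrected more than 3 library SD below zero, starting fluorescence within 5 deviations, no agonist response on first addition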;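 also: peak minus trough fluorescence over baseline after final BAM8-22 challenge near maximal dose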
TRPC4 block – inhibitors of mouse TRPC4 channel, primary screen, Fluo4 calcium, HEK293 TRPC4beta/mu-opioid cells; Short transient receptor potential channel 4 (Mus musculus), Q9QUQ5; DAMGO-evoked Fluo4 calcium flux; active compounds read low; B-score at 10 µM; actives 0.39% (n = 300,000);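 active = B-score over 3 SD under the library average, no early fluorescence shift, positive overall ratio signal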
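Material: HEK293 cells with stable TRPC4beta plus mu-opioid receptor expression; probe or stimulus: DAMGO in two steps, submaximal then maximal; technique: Fluo4 calcium fluorescence by kinetic imaging, 5 s 1 Hz baseline; measure: integrated fluorescence ratio relative to baseline, converted to per-well B score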
RGS4 pot – RGS4 potentiators or activators, primary screen, cell-based, HEK293 M3R inducible RGS4, calcium flux | carbachol calcium flux Fluo4; active compounds read low | B-score at 10 µM | actives 0.92% (n = 310,000) | AID 463111, 2010;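 active = B-score of the integrated calcium signal more than 4 SD below the library mean, with starting fluorescence not abnormally high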;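 also: negative B-score means reduced calcium response which marks RGS4 activation or potentiation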
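System – HEK293 FlpIn-TREx cells, stable M3R, doxycycline-inducible RGS4 · Reagent – ECmax carbachol challenge · Times – compound preincubation 20 min at room temperature before agonist · Technique – Fluo4 fluorescence kinetic imaging of calcium · Measure – B score of integrated Fluo4 ratio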
SKKanGAS inh – S. pyogenes SKKanGAS growth inhibitors in kanamycin, primary screen, streptokinase expression inhibitor project, SKKanGAS strain, BacTiter-Glo luminescence; 6 h; inhibition, % at 7.5 µM; actives 1.3% (n = 300,000); AID 1662, 2009;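 active = mean replicate score, as percent of positive control median, at least 50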;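 also: strain carries kanamycin resistance gene driven by streptokinase promoter and grows in 40 µg/ml kanamycin; loss of luminescence reflects streptokinase promoter inhibition or plain growth inhibition; 0% = median of DMSO wells and 100% = positive control at its reference dose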
* hit, by the source's call; i = inactive; / = not tested or not shown.

SMILES | TRPC6 act | RGS4 block | HIF activator | Platelet DG rel | MrgX1 ag | MrgX1 PAM | TRPC6 inh | MrgX1 antag | TRPC4 block | RGS4 pot | SKKanGAS inh
Cc1cccc(/C=C2\Sc3ccc(C(=O)N4CCOCC4)cc3N(C)C2=O)c1 | i | i | 0.1 | 0 | i | i | i | i | i | i | -7
Cc1[nH]c2ccccc2c1C(=O)C(=O)N1CCN(c2ccccc2Cl)CC1 | i | i | -0.6 | -18 | i | i | i | i | i | i | -5
COc1ccccc1NC(=O)c1cc(Cl)nc2ccccc12 | i | i | -1.2 | 15 | i | i | i | i | i | i | -3
COc1ccc(C(=O)NC2CCCCCC2)cc1S(=O)(=O)Nc1ccc(Br)cc1 | i | i | 0.1 | 1 | i | i | i | i | i | i | 22
CC(C)c1onc(C(=O)NCc2ccccn2)c1[N+](=O)[O-] | i | i | -0.2 | -3 | i | i | i | i | i | i | -3
CCCS(=O)(=O)N1CCCC(C(=O)NCc2ccc3c(c2)OCO3)C1 (centres undefined) | i | i | -0.1 | -36 | i | i | i | i | i | i | 1
CC(c1ccccc1F)n1cc(C(=O)NCCc2ccco2)nn1 (centres undefined) | i | i | 1.5 | -2 | i | i | i | i | i | i | -1
Cc1ccc(C(=O)Cn2cnc3ccccc3c2=O)cc1C | i | i | 1.0 | -5 | i | i | i | i | i | i | -2
COC(=O)CNC(=O)c1c(-c2ccccc2Cl)noc1C | i | i | -0.5 | -19 | i | i | i | i | i | i | -2
COCCCNC(=S)NC1CCCCC1 | i | i | -0.3 | -4 | i | i | i | i | i | i | 1
COc1ccccc1OCCCOc1ccc(C)cc1Br | i | i | -12 | 1 | i | i | i | i | i | i | -6
O=C(CCc1nc2ccccc2c(=O)[nH]1)NCCN1C(=O)S/C(=C\c2ccc(Cl)cc2Cl)C1=O | i | i | -23 | -4 | i | i | i | i | i | i | 15
Cn1c(-c2ccccc2)cnc1NCc1cccc([N+](=O)[O-])c1 | i | i | 2.8 | 2 | i | i | i | i | i | i | 1
CCn1c(-c2cccc(S(=O)(=O)N3CCCC3)c2)n[nH]c1=S | i | i | -0.6 | 11 | i | i | i | i | i | i | 1
Cn1c(=O)[nH]c(=O)c2c1nc(NCCCO)n2CCCc1ccccc1 | i | i | -0.6 | 0 | i | i | i | i | i | i | -8
CCOC(=O)c1ccc2nc(C(F)(F)F)[nH]c(=O)c2c1 | i | i | -0.1 | 3 | i | i | i | i | i | i | 6
COc1ccc(C2CC(c3ccccc3)Nc3nc(NC(=O)c4cccs4)nn32)cc1 (centres undefined) | i | i | -0.2 | 1 | i | i | i | i | -6* | i | 6
Cc1cc(N2CCCCC2)nc(NCc2ccccc2)n1 | i | i | 2.5 | 9 | 83* | i | i | i | i | i | 5
COc1ccc(NC(=O)CCSCCc2ccccn2)cc1OC | i | i | 0.0 | 2 | i | i | i | i | i | i | 8
Cc1cc(C)c2c3c(sc2n1)C(c1ccccc1)C(C#N)=C(N)O3 (centres undefined) | i | i | -0.4 | 12 | i | i | i | i | i | i | 5
Cc1cc(C(=O)NCc2cc(C(=O)O)oc2C)c(C)o1 | i | i | 0.5 | 6 | i | i | i | i | i | i | 0
O=C(COc1ccc(C(=O)c2ccc(F)cc2)cc1)NCc1ccc(F)cc1 | i | i | -0.7 | 0 | i | i | i | i | i | i | -5
CCc1nnc(NC(=O)CSc2ccc(-c3nc4ccccc4[nH]3)cn2)s1 | i | i | / | -5 | i | i | i | i | i | i | 1
O=C(NCc1ccccc1)C1C2C=CC3(CN(Cc4cccnc4)C(=O)C13)O2 (centres undefined) | i | i | 0.0 | 15 | i | i | i | i | i | i | 3
O=C(Nc1cc(C(F)(F)F)ccc1N1CCOCC1)C1=COCCO1 | i | i | 0.0 | -3 | i | i | i | i | i | i | -9
Cc1ccc2[nH]c(=O)c3cc(C(=O)NCCC(C)C)sc3c2c1 | i | i | -2.2 | 0 | i | i | i | i | i | i | 32
CCN1CCc2nc(SCC(=O)Nc3ccc(OC)cc3)c(C#N)cc2C1 | i | i | 0.2 | -1 | i | i | i | i | i | i | -1
Cc1cc(C)cc(NC(=O)CC2NCCNC2=O)c1 (centres undefined) | i | i | 1.7 | 4 | i | i | i | i | i | i | -3
C=CCNC(=O)COc1c(C)ccc(C)c1C | i | i | -0.5 | 4 | i | i | i | i | i | i | 1
Cc1ccc(CN2CCC(CNC(=O)C3CCCN(c4ncnc5c4nc4n5CCCCC4)C3)CC2)cc1 (centres undefined) | i | i | -0.7 | -4 | i | i | i | i | i | i | -2
O=C(NC1CCN(C(=S)NCCc2ccccc2)CC1)C1CCCCC1 | i | i | -0.3 | 0 | i | i | i | i | i | i | -1
CCOC(=O)Cc1csc(NC(=O)c2ccc(NC(C)=O)cc2)n1 | i | i | -0.1 | 6 | i | i | i | i | i | i | 7
CCOC(=O)c1ccc(NC(=S)N2CCCC(C)C2)cc1 (centres undefined) | i | i | 1.6 | 10 | i | i | -5* | i | i | -8.9* | -6
COc1ccc(-c2nnc(SCC(=O)N3CCCC(C)C3)o2)c(OC)c1 (centres undefined) | i | i | 0.1 | 2 | i | i | i | i | i | i | -4
COC(=O)Cn1cc([N+](=O)[O-])nc1C | i | i | 1.4 | 2 | i | i | i | i | i | i | -24
O=C(NC1CCN(C(=S)Nc2ccc(F)cc2)CC1)c1ccco1 | i | i | 0.1 | -6 | i | i | i | i | i | i | 8
O=C(COc1ccc(Cl)cc1)NCc1cn2cc(Cl)ccc2n1 | i | i | -0.3 | -5 | i | i | i | i | i | i | -11
CC1Sc2ccc(S(=O)(=O)CCC(=O)Nc3ccc(C(C)C)cc3)cc2NC1=O (centres undefined) | i | i | 0.4 | 22 | i | i | i | i | i | i | -2
CC(C)N(Cc1ccccc1)C(=O)Cn1c(=O)cnc2ccccc21 | i | i | -0.5 | 9 | i | i | i | i | i | i | 2
CCCCOC(=O)CCc1nc2ccccc2[nH]c1=O | i | i | 0.1 | 0 | i | i | i | i | i | i | 0
COc1ccc(C(C[N+](=O)[O-])n2nc(C)cc2C)cc1 (centres undefined) | i | 5.3* | -2.5 | 1 | 46* | i | i | i | i | i | 5
COc1ccc(NC(=O)COC(=O)C2CCCCC2)c([N+](=O)[O-])c1 | i | i | / | -3 | i | i | i | i | i | i | -6
CC1(C)CC(=O)C2=C(C1)N(c1ccccc1)C(=O)CC2c1ccc(O)cc1 (centres undefined) | i | i | -0.2 | -9 | i | i | i | i | i | i | -14
CCNS(=O)(=O)c1ccc(NC(=S)N2CCc3ccccc32)cc1 | i | i | 0.3 | -2 | i | i | i | i | i | i | 16
CC(C)N1CCN(Cc2ccoc2)CC1CCO (centres undefined) | i | i | 0.0 | 12 | i | i | i | i | i | i | -4
Cc1occc1C(=O)N/N=C/c1ccc(N(C)C)cc1 | i | i | 2.4 | 78* | i | i | i | i | i | i | 8
CCn1c(Cc2ccccc2)nnc1SCC(=O)Nc1ccc(OC)cc1 | i | i | 0.3 | 4 | i | i | i | i | i | i | 3
C/C(=N\NC(=S)NC(C)C)c1ccc(-n2ccnc2)cc1 | i | i | 0.0 | 14 | i | i | i | i | i | i | -4
O=C1/C(=C/c2ccc(C(=O)O)cc2)CCC/C1=C\c1ccc(C(=O)O)cc1 | i | i | 0.1 | -14 | i | i | i | i | i | i | 4
COc1ccc(NS(=O)(=O)c2ccc(SC)cc2)cc1 | i | i | -0.2 | 0 | i | i | i | i | i | i | 0
Cc1ccccc1NC(=O)N1CCN(c2ncccn2)CC1 | i | i | 0.0 | -3 | i | i | i | i | i | i | -9
CC(C)c1ccc(C2C(C#N)=C(N)N3C(=C2C#N)Sc2ccccc23)cc1 (centres undefined) | i | i | -0.4 | -25 | i | i | i | i | i | i | 10
CC(=O)NC(CCS(C)(=O)=O)C(=O)Nc1cccc(C(C)=O)c1 (centres undefined) | i | i | / | 26 | i | i | i | i | i | i | -15
CN(C(=O)COC(=O)c1cccc(S(=O)(=O)N2CCOCC2)c1)C1CCS(=O)(=O)C1 (centres undefined) | i | i | 0.5 | 5 | i | i | i | -5.4* | i | i | -4
O=C(Oc1ccccc1)c1cc2ccccc2oc1=O | i | i | / | / | i | i | i | i | i | i | /
CC(C)C(C(=O)N1CCN(C(=O)OC(C)(C)C)CC1)n1cc(-c2cn([C@@H](C)C(=O)N3CCN(C(=O)OC(C)(C)C)CC3)nn2)nn1 (some centres undefined) | i | i | 0.2 | 0 | / | / | i | / | / | i | 0
CCCN1CCN(c2nc(-c3cccs3)nc3ccccc23)CC1 | i | i | 0.3 | -16 | i | i | -6.1* | i | i | i | -5
COc1ccc(Br)cc1CNC(C)c1ccccc1 (centres undefined) | i | i | 0.1 | 2 | i | i | i | i | -6* | i | -3
O=C(c1ccc(F)cc1)C(CCCCCC(CN1CCOCC1)C(=O)c1ccc(F)cc1)CN1CCOCC1 (centres undefined) | i | i | -0.5 | -1 | i | i | i | i | i | i | 3
O=C1NC(=NCc2ccccc2)S/C1=C/c1ccc(O)cc1 | i | i | -0.5 | 8 | i | i | i | i | i | i | 17
CCOC(=O)CCc1n[nH]c(=O)[nH]c1=O | i | i | -0.2 | -3 | i | i | i | i | i | i | -2

Single records, from the list above. Values in the order: TRPC6 act, RGS4 block, HIF activator, Platelet DG rel, MrgX1 ag, MrgX1 PAM, TRPC6 inh, MrgX1 antag, TRPC4 block, RGS4 pot, SKKanGAS inh
Profile of CCn1c(Cc2ccccc2)nnc1SCC(=O)Nc1ccc(OC)cc1 → i, i, 0.3, 4, i, i, i, i, i, i, 3
Profile of COc1ccc(-c2nnc(SCC(=O)N3CCCC(C)C3)o2)c(OC)c1 (centres undefined) → i, i, 0.1, 2, i, i, i, i, i, i, -4
